ATG4B inh = inhibitors of human ATG4B cysteine protease. Q9Y4P1. ATG4B cleavage of LC3-PLA2, NBD-HPC fluorescence, 1 h. inhibition, % at 8.33 µM. hit rate 0.51% among 340,000; in the data active means inhibition above about 40%
TIM10 inh = inhibits growth of TIM10 yeast strain; hit rate 1.4% among 330,000; S. cerevisiae TIM10 strain growth, BacTiter-Glo luminescence, 24 h; inhibition, % at 10 µM;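 active means inhibition of 40% or more at the single tested concentration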;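 further: wild-type TIM10 isogenic control strain grown at permissive 25 °C; 0% = DMSO yeast wells and 100% = minimal medium wells without yeast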
Apaf1 inhib = blocks human Apaf-1 apoptosome activity. inhibition, % at 20 µM. reconstituted apoptosome caspase-3 activity, DEVD-Rh110 fluorescence. hit rate 0.71% among 330,000; active means inhibition of at least 40% at 20 µM;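 further: plate controls were DMSO wells for no effect and DEVD-CHO caspase inhibitor wells for full effect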
Target sequence (O14727 whole entry, looked up): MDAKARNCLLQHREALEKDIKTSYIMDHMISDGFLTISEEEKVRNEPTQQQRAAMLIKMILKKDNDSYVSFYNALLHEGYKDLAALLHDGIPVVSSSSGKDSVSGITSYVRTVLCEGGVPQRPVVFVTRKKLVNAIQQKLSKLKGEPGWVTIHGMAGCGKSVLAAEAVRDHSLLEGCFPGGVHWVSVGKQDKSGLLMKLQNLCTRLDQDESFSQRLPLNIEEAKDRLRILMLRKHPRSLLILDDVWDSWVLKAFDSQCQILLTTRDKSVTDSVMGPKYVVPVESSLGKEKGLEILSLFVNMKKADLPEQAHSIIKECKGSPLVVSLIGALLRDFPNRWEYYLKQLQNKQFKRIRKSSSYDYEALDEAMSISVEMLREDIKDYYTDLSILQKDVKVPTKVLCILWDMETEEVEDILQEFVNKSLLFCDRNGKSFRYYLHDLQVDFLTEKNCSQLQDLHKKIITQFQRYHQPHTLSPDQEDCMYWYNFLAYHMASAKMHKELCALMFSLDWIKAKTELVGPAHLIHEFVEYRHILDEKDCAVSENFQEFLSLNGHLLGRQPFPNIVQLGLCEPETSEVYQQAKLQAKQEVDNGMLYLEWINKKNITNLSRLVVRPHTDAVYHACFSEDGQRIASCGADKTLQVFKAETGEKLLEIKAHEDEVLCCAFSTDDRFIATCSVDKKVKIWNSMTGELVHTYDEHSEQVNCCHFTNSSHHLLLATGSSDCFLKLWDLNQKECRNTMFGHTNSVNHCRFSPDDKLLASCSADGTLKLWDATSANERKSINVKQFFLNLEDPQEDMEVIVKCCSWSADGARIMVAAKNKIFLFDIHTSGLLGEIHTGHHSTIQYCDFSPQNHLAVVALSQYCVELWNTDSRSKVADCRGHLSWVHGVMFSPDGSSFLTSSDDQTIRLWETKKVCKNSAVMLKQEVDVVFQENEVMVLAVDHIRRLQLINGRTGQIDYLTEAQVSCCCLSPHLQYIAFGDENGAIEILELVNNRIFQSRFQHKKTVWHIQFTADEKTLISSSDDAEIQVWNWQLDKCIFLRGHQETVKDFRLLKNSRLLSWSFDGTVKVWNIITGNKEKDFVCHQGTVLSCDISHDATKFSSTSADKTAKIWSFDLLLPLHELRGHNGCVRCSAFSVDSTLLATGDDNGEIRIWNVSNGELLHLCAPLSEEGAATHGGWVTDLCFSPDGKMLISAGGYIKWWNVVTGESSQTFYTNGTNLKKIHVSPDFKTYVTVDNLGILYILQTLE
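Material: cell-free apoptosome with Apaf-1, procaspase-3 and caspase-9; Buffer or medium: Hepes pH 7.5 with detergent and BSA; Reagent: cytochrome c trigger plus (Z-DEVD)2-Rh110 caspase-3 substrate; Times: compound with Apaf-1, dATP, procaspase-3 30 min, then 50 min reaction, room temperature; Technique: Rh110 fluorescence intensity.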
NLRP3 yeast inh = blocks the NALP3 inflammasome reconstituted in yeast | hit rate 0.39% among 330,000 | inhibition, % at 10 µM | Yeast reconstituted NLRP3/ASC/caspase-1, beta-gal luminescence, 24 h | AID 2825;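 active means inhibition of 50% or more; inactive means inhibition below 50%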;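 further: plate controls were induced DMSO wells for no effect and uninduced yeast grown without galactose for full effect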
mIAP activ = increases mouse intestinal alkaline phosphatase activity; muIAP, CDP-Star luminescence, 30 min; stronger effect = higher value; 1 = vehicle-only enzyme signal, 0 = enzyme-free wells; AID 2805; activation factor at 10 µM; hit rate 0.24% among 330,000;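 active means activation factor of at least 2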; further: the source names both 10 and 20 µM as test concentration; values of inactives mirror those of a sister screen read the other way
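System: mouse IAP enzyme. Reagent: CDP-Star chemiluminescent phosphatase substrate. Benchmarks: DMSO wells, no-enzyme wells. Times: 30 min enzyme-substrate-compound incubation at room temperature. Detection: luminescence from enzymatic CDP-Star hydrolysis. Doses: test compounds delivered from DMSO solution.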
hIAP inh = blocks human intestinal alkaline phosphatase. P09923. purified IAP, CDP-Star luminescence, 30 min. inhibition, % at 10 µM. hit rate 0.12% among 330,000;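 active means inhibition reaching a set limit with compound at 10 µM in the primary screen, cut at about 35% in these data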;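 further: plate controls were DMSO wells with enzyme for no effect and no-enzyme buffer wells for full effect; values of inactives mirror those of a sister screen read the other way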
tim10-1 inh = growth inhibitors of tim10-1 mutant yeast | S. cerevisiae tim10-1 ts strain growth, BacTiter-Glo, 24 h | inhibition, % at 20 µM | hit rate 2.2% among 330,000 | AID 463190;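 active means inhibition of at least 40%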;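 further: mutant grown at 25 °C; 0% = DMSO wells with yeast and 100% = wells holding no yeast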
mIAP inh = mouse IAP inhibition. purified mouse IAP, CDP-Star luminescence, 30 min. inhibition, % at 10 µM. hit rate 0.2% among 330,000. AID 2806;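 active means inhibition of at least 40% at 10 µM in the primary screen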;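 further: plate controls were DMSO with enzyme for no effect and no enzyme wells for full effect; values of inactives mirror those of a sister screen read the other way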
hIAP activ = human IAP activation. P09923. purified human IAP, CDP-Star luminescence, 30 min; stronger effect = higher value; 1 = vehicle-only enzyme, 0 = enzyme-free background. activation factor at 10 µM. hit rate 0.16% among 330,000;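 active means activation factor of the enzyme at least 2-fold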; further: the source names both 10 and 20 µM as test concentration; values of inactives mirror those of a sister screen read the other way
The depositor's hits bear a star; nt = no result given.

SMILES	ATG4B inh	TIM10 inh	Apaf1 inhib	NLRP3 yeast inh	mIAP activ	hIAP inh	tim10-1 inh	mIAP inh	hIAP activ
Nc1ccc(N2CCN(C(=O)c3cccs3)CC2)cc1	-10.8	3.1	9.3	23.8	0.984	-2.1	7.9	1.6	1.02
C/C(=N\Nc1cc(Cl)nc(C)n1)c1ccccc1	-4.0	11.5	1.3	-17.1	1.02	9.1	41.0*	-2.4	0.909
Cc1ccc(OCC(COCc2ccccc2)NC(C)C)cc1 (stereo not given)	-0.6	0.3	-19.8	27.3	0.926	-17.9	-13.2	7.4	1.18
COc1ccc(Cl)cc1NC(=O)CN1C(=O)NC(Cc2c[nH]c3ccccc23)C1=O (stereo not given)	0.6	-6.8	3.9	15.1	1.01	-15.3	-1.6	-0.8	1.15
CC1C/C(=N/NC(=O)c2cccs2)CC(C)(C)C1 (stereo not given)	-1.9	1.9	0.8	9.3	1.03	12.1	13.2	-3.5	0.879
CCCCn1c(-c2cc(Cl)ccc2OC)n[nH]c1=S	2.9	22.8	17.5	28.3	1.09	-31.6	26.4	-9.4	1.32
CCc1nc(N2CCN(C(C)=O)CC2)c2c3c(sc2n1)CCCC3	45.4*	3.2	5.8	24.5	1.06	12.0	7.1	-6.0	0.88
O=c1c2sccc2n(Cc2ccc(F)cc2)c(=O)n1-c1ccc(F)cc1	2.2	6.3	-9.4	-1.3	1.07	4.0	32.9	-6.6	0.96
Cc1ccc(S(=O)(=O)NCC(=O)N(CC(=O)NCc2ccccc2)CC2CCCO2)cc1 (stereo not given)	-9.7	-12.6	2.0	8.9	0.908	-1.0	-9.7	9.2	1.01
CCOC(=O)c1c(C)oc2ccc(OCC(N)=O)cc12	0.7	17.7	-1.1	8.7	0.997	4.8	12.9	0.3	0.952
Cc1cc(Cl)ccc1OCC(=O)OCC(=O)Nc1cccnc1Cl	-0.8	0.9	-0.8	8.0	1.11	-4.7	6.1	-11.1	1.05
CCOC(=O)Cc1csc(NS(C)(=O)=O)n1	4.0	-26.3	-8.5	1.7	1.06	-2.5	9.9	-5.7	1.02
O=C(c1cccc(F)c1)N1CCN(c2ccc([N+](=O)[O-])c3cccnc23)CC1	-6.6	13.1	14.2	12.7	0.982	-1.4	16.5	1.8	1.01
CCCC(=O)N=c1sc2cccc(F)c2n1C	-1.2	-18.7	-0.4	35.5	1.02	5.3	-0.7	-1.8	0.947
CC(C)c1ccc(-n2nc3ccc(N)cc3n2)cc1	1.2	18.1	63.1*	37.3	0.973	24.2	27.2	2.7	0.758
Cc1nc2ccccc2c2oc(C(=O)N3CCN(C4CCCCC4)CC3)cc12	-3.2	10.9	6.9	12.6	0.987	-2.4	12.1	1.3	1.02
CN(C(=O)COC(=O)C(Cc1ccccc1)NC(=O)c1ccccc1)c1ccccc1 (stereo not given)	-11.1	23.3	-0.7	7.5	1	-9.6	19.7	-0.4	1.09
CC1(C)Cc2[nH]c3ccccc3c2C(C)(C)N1	-3.6	11.9	-3.9	7.1	0.967	-2.7	-18.7	3.3	1.03
CCOC(=O)CSc1nc2cc(S(=O)(=O)Nc3ccccc3OC)ccc2o1	-8.8	16.7	-13.8	-11.9	0.971	8.2	27.0	2.9	0.918
CC(=O)c1ccc(N2CCN(C(C)C(=O)NC3CCCc4ccccc43)CC2)cc1 (stereo not given)	-9.3	11.7	4.0	3.0	0.985	6.7	14.9	1.5	0.933
O=C(NCc1ccccc1)c1ccc2c(c1)S(=O)(=O)c1cc(Cl)ccc1C2=O	-11.4	-20.2	11.4	6.2	0.843	-9.0	-17.6	15.7	1.09
CCCOC(=O)CSC1=C(C#N)C(c2ccc3c(c2)OCO3)CC(=O)N1 (stereo not given)	-0.3	12.6	-10.1	14.0	0.732	10.2	33.3	26.8	0.898
COc1ccc(NC(=O)CC2CCCC2)cc1OC	-7.0	-10.9	6.2	22.6	0.981	-4.8	1.8	1.9	1.05
O=C(NC1CCCCCCC1)c1ccc(S(=O)(=O)N2CCCC2)cc1	7.7	-23.8	11.2	13.7	0.938	-2.2	-3.1	6.2	1.02
Cc1sc2nc(CN(CCc3ccccc3)C(=O)c3ccco3)[nH]c(=O)c2c1C	2.1	7.3	-4.4	5.2	1.01	17.0	4.7	-0.6	0.83
C=CCC(C)(NCc1ccccc1)c1ccc(C)cc1 (stereo not given)	15.4	-8.0	-4.3	-63.0	0.961	0.7	3.5	3.9	0.993
CC(C)CN(Cc1c(O)ccc2c(=O)c(-c3ccccc3)coc12)CC(C)C	0.9	0.8	6.8	20.2	1.03	1.6	5.9	-2.9	0.984
Oc1ccc(-c2nc(=S)[nH][nH]2)cc1	-3.9	4.7	2.6	18.5	0.944	-7.3	8.1	5.6	1.07
CCCS(=O)(=O)c1c(S(=O)(=O)CCC)c2c(N)cccn2c1C(=O)OC	3.2	7.6	4.9	10.4	1.01	3.7	11.5	-1.4	0.963
O=C(CSc1nnc(Cn2c(=O)sc3ccccc32)n1-c1ccccc1)N1CCCCCC1	1.3	3.9	-3.6	6.8	0.888	5.0	15.4	11.2	0.95
COc1ccc(Cc2nnc(SCC(=O)NCc3ccco3)o2)cc1	-7.7	-1.0	2.9	3.1	0.927	2.7	13.7	7.3	0.973
O=c1c([N+](=O)[O-])c(N2CCCC2)c2ccccc2n1-c1ccccc1	1.3	-3.3	9.6	1.8	1.11	1.8	10.5	-11.5	0.982
CCOc1ccc(C(=O)C[n+]2ccc(C(=O)NCCO)cc2)cc1	0.9	11.9	3.9	7.0	0.967	5.8	-0.3	3.3	0.942
O=C(NC1CCCC1)c1cc2cc(Br)ccc2o1	6.7	-14.7	12.3	49.1	1.03	9.5	4.2	-3.3	0.905
O=C(CCS(=O)(=O)c1ccc(F)cc1)Nc1nnc(-c2cccs2)o1	-10.0	-2.2	-9.6	36.6	0.979	-13.1	7.9	2.1	1.13
COc1ccc(CCC(=O)OCC(=O)Nc2sccc2C(N)=O)cc1	-46.8	9.6	-14.1	23.9	0.915	-6.7	11.8	8.5	1.07
CN(Cc1ccncc1)C1CC(=O)N(c2ccc(Cl)cc2)C1=O (stereo not given)	-1.3	2.3	7.7	23.5	1.06	-8.6	-3.6	-5.8	1.09
CCCOc1ccc(CN2CCOCC2)cc1OC	5.9	-3.1	-5.6	9.5	1.04	-17.3	-14.6	-4.3	1.17
COc1ccc(OC(=O)c2cnc3n(c2=O)CCS3)cc1	3.1	13.2	-17.2	7.3	0.984	15.5	-18.7	1.6	0.845
Cc1cccc[n+]1CC(=O)/C=C1\N(C)c2ccccc2C1(C)C	-3.2	19.0	0.2	5.7	1.03	5.8	12.5	-2.7	0.942
O=C(Nc1nc(-c2cc(F)ccc2F)cs1)C1=NN(c2ccccc2)C(=O)CC1	-15.6	37.8	6.9	14.1	0.873	-11.9	44.6*	12.7	1.12
Cn1c2c(c(=O)n(C)c1=O)C(c1ccc(C(F)(F)F)cc1)CC(=O)N2 (stereo not given)	5.5	9.0	4.5	13.3	0.98	-16.3	-1.4	2.0	1.16
Cc1cc(C)cc(OCC(=O)Nc2ccncc2)c1	-0.1	-8.3	11.4	18.5	0.992	-59.3	6.0	0.8	1.59
COc1ccc(C(=O)OC(C)CN2CCOCC2)cc1 (stereo not given)	-2.5	4.9	-1.1	20.7	0.977	14.8	3.7	2.3	0.852
Cc1ccc(NC(=O)CN2CCC(NC(=O)Cc3ccccc3)CC2)c(C)c1	1.5	-4.2	10.1	0.7	0.995	6.1	-3.7	0.5	0.939
O=c1[nH]c(=O)n(Cc2ccco2)c2c1C(C(F)(F)F)(C(F)(F)F)N=C(C1CCCCC1)N2	-3.1	-4.7	5.7	-4.4	0.852	5.8	-8.2	14.8	0.942
COC(=O)c1c(C)[nH]c(C(=O)C(C)OC(=O)C2CC2C)c1C (stereo not given)	0.8	-9.8	5.5	6.9	1.04	0.1	3.2	-4.5	0.999
COc1ccc(N2CCN(CCCNC(=O)c3ccc(CS(=O)(=O)c4ccc(Cl)cc4)o3)CC2)cc1	-7.6	1.2	7.8	4.1	0.905	-7.2	16.3	9.5	1.07
O=C(c1ccc(N2CCCC2)c([N+](=O)[O-])c1)N1CCN(S(=O)(=O)c2ccccc2)CC1	-9.7	21.3	14.5	12.8	0.944	7.8	30.5	5.6	0.922
CCCS(=O)(=O)Nc1ccc2cn[nH]c2c1	-2.7	-3.8	-7.2	10.1	0.982	-2.1	13.1	1.8	1.02
O=C(Cc1ccccc1)Nc1ccc2oc(-c3cccnc3)nc2c1	-22.9	3.6	8.0	8.9	1.07	-20.2	12.2	-7.4	1.2
Cc1ccc(S(=O)(=O)N(C)C)cc1NC(=O)c1ccc2ccccc2n1	-4.0	5.5	-3.4	-29.7	0.93	-12.3	5.0	7.0	1.12
CCCc1nnc2n1N=C(c1ccc(C)cc1)CS2	-6.8	24.8	7.9	-4.7	0.9	16.1	27.7	10.0	0.839
O=C(O)C1CCCCC1C(=O)NCCCCc1ccccc1 (stereo not given)	-6.2	-3.6	-6.5	22.4	0.979	1.1	-2.9	2.1	0.99
CC(=O)N1CCOCCOCCN(C(C)=O)CCOCC1	-6.8	9.0	-0.4	-1.6	0.933	-10.1	1.3	6.7	1.1
CCOC(=O)N1CCN(c2ccnc3cc(Cl)ccc23)CC1	-5.9	-11.5	8.9	15.1	1.08	-3.0	24.7	-8.1	1.03
CCSc1nc2ccccc2n1CC(=O)OC	-5.6	10.9	-7.1	15.1	0.923	6.2	6.7	7.7	0.938
O=C(Nc1ccc(Cl)cc1)N1CCCN(c2ccc(C(F)(F)F)cc2[N+](=O)[O-])CC1	-10.1	11.7	20.6	9.8	1.09	11.7	21.2	-8.6	0.883
CC(=O)c1c(C)[nH]c(C(=O)COC(=O)c2c(-c3ccccc3)noc2C)c1C	-6.2	-8.7	6.7	2.4	0.929	0.8	-5.7	7.1	0.992
COc1ccc(NC(=O)CCC(=O)Nc2ccc3nc(N4CCOCC4)cc(C)c3c2)c(OC)c1	-17.5	10.2	4.3	6.3	0.993	10.7	-16.3	0.7	0.893
(listing goes on)
SMILES	ATG4B inh	TIM10 inh	Apaf1 inhib	NLRP3 yeast inh	mIAP activ	hIAP inh	tim10-1 inh	mIAP inh	hIAP activ
Cc1cc(Cl)ccc1OC(C)C(=O)NN=C1CCCCCC1 (stereo not given)	-4.8	-2.7	-4.7	24.0	1.09	-19.7	-3.7	-8.9	1.2
O=C(/C=C/c1ccccc1)NC(N1CCOCC1)C(Cl)(Cl)Cl (stereo not given)	-0.9	18.2	-6.6	-10.1	0.954	4.4	39.3	4.6	0.956
C/C(=N\NC(=O)c1ccoc1C)c1ccccc1	-3.7	-3.0	-2.1	5.3	1.03	14.9	3.0	-3.4	0.851
COc1cc(=O)oc(CCC(C)O)c1C (stereo not given)	-3.0	-11.5	11.8	nt	1.09	nt	11.7	-9.1	nt

Assay outcomes deposited in PubChem BioAssay by Sanford-Burnham Center for Chemical Genomics.
